Screening results deposited in PubChem by several laboratories.
PPC-1+TRAIL kill: compounds killing PPC-1 cancer cells with TRAIL present, primary screen, TRAIL potentiator project, ATPLite luminescence, uHTS | 0.41% of 220,000 active | AID 1443, 2008 | PPC-1 cells + TRAIL, ATPLite viability luminescence | cell killing (% activity), % at 4 µM;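 active = cell killing above 50% in the first pass at 4 µM, then a duplicate retest at 5 µM averaging 50% or more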;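 note: plate controls were cells with TRAIL plus DMSO for no effect and medium-only wells lacking cells for full effect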
Cl transport mod: KCC2 cotransporter modulators, thallium flux, primary screen, cell-based, HEK293 KCC2, FluoZin-2 fluorescence, MLSMR; Solute carrier family 12 member 5 (Homo sapiens), Q9H2X9; KCC2 cells, thallium flux FluoZin-2 fluorescence; B-score of Tl+ flux slope (higher = more flux/activation; lower = inhibition) at 10 µM; 2.2% of 190,000 active; AID 1456, 2008;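 active = thallium flux slope and its plate-corrected score both differing from the plate sample mean at a set confidence after two filtering rounds, in either direction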;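 note: slope of fluorescence scaled to starting intensity during 10 to 20 s after thallium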
Tb hexokinase: Trypanosoma brucei hexokinase 1 inhibitors, primary screen, biochemical, G6PDH-coupled NADH absorbance, MLSCN library; recombinant TbHK1, G6PDH-coupled NADH A340; inhibition, % at 10 µM; 0.11% of 220,000 active;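 active = inhibition of 50% or more in the single-dose primary screen; inactive = inhibition below 50%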
EBV gp42 block: Epstein-Barr virus gp42 inhibitors, primary screen, biochemical, uHTS, fluorescence polarization. Glycoprotein 42 (Epstein-Barr virus (strain AG876)), Q1HVG2. Fluorescence polarization binding assay, mP read-out. inhibition, % (tested at 21.74 µM). 0.42% of 220,000 active. AID 1085, 2008; in the data active = inhibition above about 50%
Target sequence (Q1HVG2 whole entry, looked up): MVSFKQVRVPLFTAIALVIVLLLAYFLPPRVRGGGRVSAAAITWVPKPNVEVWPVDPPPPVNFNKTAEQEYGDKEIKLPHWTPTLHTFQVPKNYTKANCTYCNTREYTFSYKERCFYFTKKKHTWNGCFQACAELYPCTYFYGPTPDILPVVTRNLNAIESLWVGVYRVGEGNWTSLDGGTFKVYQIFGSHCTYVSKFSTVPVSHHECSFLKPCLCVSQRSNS
zfTRPN1 agonist: zebrafish TRPN1 channel agonists, primary screen, cell-based, HEK293, calcium fluorescence; 0.18% of 220,000 active; transient receptor potential cation channel N1 (TRPN1/NompC), Danio rerio; HEK293 zebrafish TRPN1-YFP, Fluo-8 calcium fluorescence; 100% = response to 87 µM carbachol; activation, % at 3 µM; AID 1424, 2008;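 active = activation above its plate's cutoff, the mean activation of test wells on that plate plus 3 SD, cut at about 19% in these data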;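 note: 0% = DMSO alone and 100% = 87 µM carbachol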
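System: zebrafish TRPN1-YFP in HEK293 cells / Dosing: 3 µM single point / Timing: dye loading 1 h at 37 °C, then 30 min room temperature / Signal: Fluo-8 calcium fluorescence, excitation 470-495 nm, emission 515-575 nm / Read-out basis: percent activation from peak over basal fluorescence ratio, control-normalized / Control set: high carbachol 87 µM, low DMSO alone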
Calpain2 inh: inhibitors of pig calpain II, primary screen, biochemical, fluorogenic peptide substrate, 1536-well. 0.37% of 220,000 active. purified calpain II, 30 min. inhibition, % at 16 µM;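 active = inhibition above about 50%, limit read from the data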
TRPML3 agonist: human TRPML3 channel agonists, primary screen, cell-based, HEK293 TRPML3-YFP, Fluo-8 calcium fluorescence, 3 µM | Mucolipin-3 (Homo sapiens), Q8TDD5 | 100% = the carbachol control signal | activation, % at 3 µM | 0.29% of 220,000 active;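 active = activation above its plate's cutoff, the mean activation of the plate's test wells plus 3 SD, cut at about 12% in these data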;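 note: 0% = DMSO only wells and 100% = carbachol wells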
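Test system: TRPML3-YFP stable HEK293 cells. Doses: single point at 3 µM. Incubation: dye loading 1 h 37 °C then 30 min ambient, 125 s read. Signal: Fluo-8 calcium dye fluorescence, ex 470-495, em 515-575 nm. Measure: percent activation from peak-to-basal fluorescence ratio, scaled between DMSO and carbachol.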
Furin inhibitor: human furin inhibitors, primary screen, biochemical, fluorescence intensity; purified furin, fluorogenic substrate cleavage; AID 463115, 2010; P09958; 0.061% of 220,000 active; inhibition, % at 30 µM; in the data active = inhibition above about 25%; note: inactives centre near -15
Target sequence (P09958 108-714 limits assumed): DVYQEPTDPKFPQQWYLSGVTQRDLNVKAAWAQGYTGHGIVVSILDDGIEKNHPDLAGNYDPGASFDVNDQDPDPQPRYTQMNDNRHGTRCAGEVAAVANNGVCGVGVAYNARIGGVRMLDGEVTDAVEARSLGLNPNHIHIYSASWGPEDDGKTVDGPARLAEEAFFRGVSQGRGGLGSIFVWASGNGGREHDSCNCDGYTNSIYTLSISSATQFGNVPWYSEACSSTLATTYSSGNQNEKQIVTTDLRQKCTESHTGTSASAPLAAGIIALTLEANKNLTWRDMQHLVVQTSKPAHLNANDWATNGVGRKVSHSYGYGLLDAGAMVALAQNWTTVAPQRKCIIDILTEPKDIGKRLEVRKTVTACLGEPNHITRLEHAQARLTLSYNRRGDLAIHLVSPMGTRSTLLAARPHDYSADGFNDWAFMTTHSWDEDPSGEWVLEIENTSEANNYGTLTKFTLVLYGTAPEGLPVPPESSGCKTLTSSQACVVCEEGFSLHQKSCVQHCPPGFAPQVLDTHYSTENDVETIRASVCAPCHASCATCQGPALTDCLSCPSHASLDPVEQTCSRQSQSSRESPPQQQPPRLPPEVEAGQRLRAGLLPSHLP
thrombin 1536: human alpha-thrombin inhibitors, primary screen, counter-screen for coagulation protease inhibitor project, biochemical, 1536-well, fluorogenic AMC substrate; AID 1046, 2008; 0.26% of 220,000 active; Prothrombin (Homo sapiens), P00734; inhibition, % at 5 µM; Boc-VPR-AMC fluorogenic substrate cleavage;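 active = inhibition at or above 40%; inactive = inhibition below 40%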;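 note: 0% = enzyme with no compound and 100% = wells without enzyme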
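System: Human alpha-thrombin protein | Medium: pH 7.5 Tris (50 mM) with NaCl 150 mM, Tween 20 0.05% | Times: Enzyme reaction carried out at room temperature | Detection: AMC fluorescence, 355/460 nm | Evaluation: Percent inhibition scaled between no-compound controls and no-enzyme blanks | Benchmarks: Enzyme without compound as high, wells lacking enzyme as low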
* = called active by the depositor; i = inactive; nt = not tested or not shown; [ ] = dose if it differs, or a comment.

The line under a structure holds: thrombin 1536, PPC-1+TRAIL kill, Tb hexokinase, zfTRPN1 agonist, TRPML3 agonist, Cl transport mod, EBV gp42 block, Furin inhibitor, Calpain2 inh
> COc1ccc(CNC(=O)COC(=O)CCc2nc3ccccc3c(=O)[nH]2)cc1
  -2, 15, 1, -0.4, 0.0, -0.55, -14, -32, 0
> COc1ccc(N2C(=O)NC3CC2(C)Oc2ccc(Br)cc23)cc1OC (stereo not drawn)
  0, -2, 0, 2.0, 0.3, nt, -16, -27, -103
> COc1cccc(CNC(=O)C2CCCN(c3nn4c(=O)cc(C)nc4s3)C2)c1 (stereo not drawn)
  4, 48, -1, 1.5, 0.4, -0.47, -14, -11, -4
> CC(C)(Oc1ccc(Cl)cc1)C(=O)N/N=C/c1cn[nH]c1-c1ccccc1
  -3, 2, -6, -0.6, -0.1, 0.37, 7, -17[20 µM], -48
> CC(=O)Nc1ccc(C(=O)CSc2nnnn2C2CCCC2)cc1
  0, 0, 4, 0.2, 1.1, 0.16, -5, -13, 30
> O=C(CCCc1ccccc1)Nc1cccnc1
  -4, -16, -7, -0.1, 0.8, nt, -6, -12[20 µM], 13
> CSc1ccc(S(=O)(=O)Nc2ccc3c(c2)OCCO3)cc1
  -4, 2, 9, 3.0, 1.4, 0.077, 4, -23, 10
> O=C(Cn1c(=O)oc2cc(S(=O)(=O)NCc3ccccc3)ccc21)NCc1ccco1
  -8, 4, -1, 3.2, 0.7, nt, -17, -2, 1
> Cc1cccc(CSc2ccc3nnc(-c4cccs4)n3n2)c1
  -11, 17, -19, -1.0, 0.2, 0.56, -23, -18, -8
> COc1cccc(NC(=S)N2CCN(C(c3ccccc3)c3ccccc3)CC2)c1
  -9, 27, -3, -0.7, -0.7, -1.2, -1, -29, -10
> Cc1ccc(S(=O)(=O)CC(C)(O)CS(=O)(=O)c2ccc(C)cc2)cc1
  -2, 16, 3, -0.5, 0.4, -0.16, -6, -17, 3
> C#CCOCCOCCOCCNc1nc(N2CCN(C(=O)[C@H](CCCCN)n3cc([C@@H](N)CC(C)C)nn3)CC2)nc(N2CCN(C(=O)[C@H](Cc3ccc(O)cc3)n3cc([C@@H](N)CC(C)C)nn3)CC2)n1
  -3, 5, 3, 2.1, 0.6, 0.092, -14, -34, 14
> CCC(C)C(=O)N1c2ccccc2C(=C2SC(C(=O)OC)=C(C(=O)OC)S2)C(=S)C1(C)C (stereo not drawn)
  -2, -7, -5, -1.0, 0.6, 0.22, 2, -8[20 µM], -18
> CCn1cc(C(=O)O)c(=O)c2cc(F)c(N3CCN(C(=S)Nc4ccc(OC)cc4)CC3)cc21
  -6, 16, 0, -0.8, 0.4, 0.45, -3, -19, -61
> COC(=O)CC1c2ccccc2S(=O)(=O)N1Cc1ccccc1 (stereo not drawn)
  1, 20, -6, nt, nt, 0.36, -20, -36, -16
> Cc1sc2nc(COC(=O)C(NC(=O)c3ccc(Cl)cc3Cl)C(C)C)[nH]c(=O)c2c1C (stereo not drawn)
  -8, 3, 25, 2.4, 0.1, -0.33, -67, -8, -8
> Cc1ccc(CNn2cnnc2SCC(=O)NC(C)(C)C)cc1
  7, -1, 42, 0.6, 0.2, nt, -13, -10, 2
> COc1ccccc1NC(=O)CC(c1ccc(F)cc1)c1ccco1 (stereo not drawn)
  -5, 9, -6, -2.1, -1.1, -1.8, -8, -22, 16
> COc1ccc(CCNC(=O)Cn2c(=O)n(-c3ccc(C)c(F)c3)c(=O)c3sccc32)cc1OC
  0, -6, 8, 0.5, -0.5, -0.026, 9, -5, -4
> CN(C)c1ccc(NC(=O)c2cnsn2)cc1
  -8, 32, -7, 0.1, -0.6, -0.11, -3, -10, 7
> Cc1c(C)n(CC(O)CNc2ccccc2)c2ccccc12 (stereo not drawn)
  1, -5, 2, 2.0, 0.8, 0.032, 1, -21, -3
> CCCCn1ccc(=O)c2c(C(F)(F)F)nccc21
  5, 4, -25, 3.3, 1.7, 0.026, -9, -20[20 µM], -1
> Cc1c(NC(=O)C(C)OC(=O)c2ccc(Cl)nc2)c(=O)n(-c2ccccc2)n1C (stereo not drawn)
  -5, 4, -3, -0.3, 1.1, 0.97, -2, -29, 1
> COC(=O)c1cc(OC)c(OC)c(OC)c1N
  4, 29, -9, 1.3, 0.8, 0.34, -17, -8, -182
> COc1cccc(Oc2ccc(N)cn2)c1
  -11, 6, 0, -0.4, 0.8, nt, -8, -8[20 µM], -13
> COc1ccc(/C=N/c2sc3c(c2C#N)CCN(Cc2ccccc2)C3)c(O)c1
  2, 1, 17, -0.1, 0.8, -0.67, -6, -12, -62
> COc1ccccc1N1CCN(c2cc(=O)n(-c3ccc(Cl)cc3)c(=O)[nH]2)CC1
  nt, 23, 8, 1.8, 0.2, -0.31, nt, -17, nt
> CC(/C=C/c1ccc(C)o1)=C\C(=O)O
  -6, 9, -24, 0.2, -0.1, 1.3, -13, -11[20 µM], 26
> COc1cc2c(cc1OC)CN(Cc1cccs1)CC2
  -13, -1, -16, 1.6, -0.1, -0.67, -2, -6, -46
> Cc1cc(C)nc(CCNC(=O)c2cc(COc3ccc(F)cc3Cl)on2)n1
  -16, 11, -5, 0.9, 0.7, -2.7, -8, -22, -32
> COc1cccc(-n2c(CN3CCN(c4ccccc4)CC3)nc3ccc([N+](=O)[O-])cc3c2=O)c1
  -5, 0, 1, -1.0, 0.3, 0.29, -6, -6, -22
> O=C(O)CCCC(=O)Nc1ccc(N2CCCC2)cc1
  1, 4, 4, 0.2, -0.1, -0.28, -21, -14, 1
> CCCCC1=CC2=CC(=O)C(C)(OC(=O)CC)C(=O)C2=CN1Cc1ccc2c(c1)OCO2 (stereo not drawn)
  -2, -4, -46, nt, nt, -0.29, 28, -5, -73
> COCc1[nH][nH]c(=O)c1C=Nc1ccc(OC(F)(F)F)cc1
  -8, 10, -14, 0.2, 0.9, -1.7, -2, 0, -16
> COc1ccc(CC2(CO)CCN(C(=O)NCc3ccccc3)CC2)cc1
  -3, nt, 2, -0.8, 0.4, nt, -23, -17, 7
> Cc1onc(-c2c(Cl)cccc2Cl)c1C(=O)N=S(C)(=O)c1ccccc1 (stereo not drawn)
  -4, -10, -5, -0.9, 0.3, -0.99, -16, -25, -4
> COc1cc(/C=N/S(=O)(=O)CCc2ccccc2)cc(OC)c1O
  -2, 11, -24, 1.1, 0.9, 1.2, -8, -16, -12
> COc1cc(C2C(C#N)=C(C)NC(C)=C2C#N)cc(OC)c1OC
  2, 19, -13, 0.9, -0.2, -0.073, 0, -17, -25
> COc1ccccc1N(Cc1cc(=O)[nH]c2ccccc12)C(=O)c1ccc([N+](=O)[O-])cc1
  0, 13, -20, 0.3, 0.3, -0.4, -20, -5, -3
> Cc1ccc2c(c1)/C(=N/O)CCS2
  -5, 8, -2, -1.8, -0.2, 0.079, 0, -11[20 µM], -9
> O=C(O)CCCNC(=O)CC1S/C(=N/N=C/c2ccccc2O)NC1=O (stereo not drawn)
  4, 7, -47, 2.0, 0.1, 1.5, -10, -8, 4
> CC1CCCC(C)N1C(=O)C1CC(c2ccc(F)cc2)=NO1 (stereo not drawn)
  -3, -1, 0, 0.3, 1.4, 0.22, -16, -23, -14
> O=C(c1ccc(Cl)c(F)c1F)N1CCCC1
  -6, -4, 5, -0.6, 0.9, 0.57, -14, -13[20 µM], -24
> Cc1nn(C)c(C)c1CNC(=O)Nc1ccc2c(c1)OCO2
  -9, 18, -4, -1.0, 0.3, -0.074, 3, -12, -24
> COc1ccc2nc(CC(C)(C)CC(=O)O)c[n+]([O-])c2c1
  14, 12, -10, -0.2, -0.1, 0.14, -6, -23[20 µM], -297
> O=S(=O)(c1ccc(Br)cc1)N1CCCN(Cc2cccc(F)c2)CC1
  0, 15, 3, -1.6, -0.2, -1.6, -6, -19, 18
> CCOC(=O)N1CCC(NC(=O)c2cc(C(=O)Nc3cccc(C(F)(F)F)c3)ccc2CO)CC1
  0, 15, -13, 3.0, 0.7, -0.58, -10, -29, -2
> COc1ccc(C(=O)NNS(=O)(=O)c2ccc(C)cc2)cc1
  -3, 2, -3, 0.9, 0.6, 0.044, 5, -23, -26
> CC(NCC(c1ccco1)N1CCCCC1)C(=O)NC1CCCC1 (stereo not drawn)
  -3, 2, 7, 0.1, -1.2, 0.023, -7, -10, 20
> C=CCC1(CC=C)CCCN1Cc1nc(COc2ccccc2)no1
  0, 7, 2, 0.2, 0.5, -0.19, -9, -15, 15
> CCOc1ccc(NC(=O)c2cc3cc4ccc(OC)cc4nc3o2)cc1
  -12, -13, -23, 0.7, 1.1, 0.61, -6, -19[20 µM], i
